Assay outcomes (PubChem BioAssay)
DLD1 CTGF mRNA: YAP1 pathway inhibitors via CTGF transcript, primary screen, DLD1 colon cancer cells, RT-qPCR, single point (AID 743449). DLD1 CTGF mRNA qPCR, 24 h; hits give high values. inhibition, % at 12.5 µM. 9,900 compounds, 0.9% hits;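 active means mean normalized replicate activity at least 50 and at least half of replicates each reaching 50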;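 further: 0% = neutral control wells and 100% = dasatinib control wells; higher means stronger suppression of CTGF expression like dasatinib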
Pax4 gene expression: activators of Pax4 gene expression, primary screen, RT-PCR, mouse alpha TC1 cells, single point (AID 1053180); activation, % at 10 µM; mouse alpha TC1 cells, Pax4 mRNA qPCR, 6 days; hits give high values; 100% = Pax4 plasmid added at qPCR; 9,600 compounds, 0.2% hits;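 active means highest normalized replicate activity of 15 or more, or at least half the replicates reach 15 or more; inactive means neither condition met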;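 further: pax4 Ct normalized to GAPDH with activation seen as lower delta delta Ct; plate controls were plate neutral control wells for no effect and Pax4 plasmid positive control for full effect; each compound tested in two replicate wells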
An asterisk follows results filed as active.

SMILES	DLD1 CTGF mRNA	Pax4 gene expression
O=C(O)C[C@@H]1CC[C@H]2NC[C@H](O)COC[C@@H]2O1	-15.5	0.0
O=C([C@@H]1N[C@@H]2c3cccc(=O)n3C[C@@H]2[C@H]1CO)N1CCCCC1	-2.5	0.0
CN(C)CC#Cc1ccc([C@H]2[C@@H](CO)N3CCCCN(C(=O)Cc4ccccn4)C[C@H]23)cc1	-26.2	0.0
C/C=C/c1ccc([C@@H]2[C@H]3CN(C(=O)Cc4cccnc4)CCCCN3[C@H]2CO)cc1	-5.7	0.0
C[C@@H]1CN([C@H](C)CO)C(=O)CCCn2cc(nn2)CO[C@H]1CN(C)C(=O)Oc1ccc2ccccc2c1	6.2	0.0

Arranged by molecular weight (largest number first): part of the list above
SMILES	DLD1 CTGF mRNA	Pax4 gene expression
C[C@@H]1CN([C@H](C)CO)C(=O)CCCn2cc(nn2)CO[C@H]1CN(C)C(=O)Oc1ccc2ccccc2c1	6.2	0.0
CN(C)CC#Cc1ccc([C@H]2[C@@H](CO)N3CCCCN(C(=O)Cc4ccccn4)C[C@H]23)cc1	-26.2	0.0
C/C=C/c1ccc([C@@H]2[C@H]3CN(C(=O)Cc4cccnc4)CCCCN3[C@H]2CO)cc1	-5.7	0.0

This is a subset (hit frequency here may not be typical).
